PPARg SRC2 recr – agonists of PPARg-SRC-2 recruitment, primary screen, biochemical, HTS; Peroxisome proliferator-activated receptor gamma (Homo sapiens), P37231; PPARgamma LBD-SRC-2 recruitment; activation, % at 8 µM; 200,000 compounds, 0.34% hits; AID 1032, 2008; in the data active = activation above about 22%;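 also: 0% = vehicle and 100% = reference agonist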
S1P3 antagonist – S1P3 receptor antagonists, primary screen, cell-based; Sphingosine 1-phosphate receptor 3 (Homo sapiens), Q99500; CHO S1P3 NFAT-BLA reporter, FRET fluorescence, antagonist mode; inhibition, % at 4.98 µM; 170,000 compounds, 0.27% hits;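 active = inhibition above the plate cutoff, the mean inhibition of test wells on that plate plus 3 SD, cut at about 28% in these data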;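 also: cells challenged with S1P at its EC80 of 0.8 µM; blue over green emission ratio from cleaved BLA substrate after 4 h stimulation; 0% = S1P-stimulated wells and 100% = unstimulated DMSO-only wells; some compounds past the cut are filed as inactive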
PMI act – activators of human PMI, primary screen, biochemical, fluorescence intensity, near-Km mannose 6-phosphate; Mannose-6-phosphate isomerase (Homo sapiens), P34949; activation factor at 20 µM; 190,000 compounds, 0.005% hits; purified human PMI, coupled resazurin fluorescence, 20 min; active compounds read high; 1 = vehicle control, 0 substrate-free wells;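 active = activation factor of 2 or more at 20 µM, relative to plate controls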
Target sequence (P34949 whole entry, looked up): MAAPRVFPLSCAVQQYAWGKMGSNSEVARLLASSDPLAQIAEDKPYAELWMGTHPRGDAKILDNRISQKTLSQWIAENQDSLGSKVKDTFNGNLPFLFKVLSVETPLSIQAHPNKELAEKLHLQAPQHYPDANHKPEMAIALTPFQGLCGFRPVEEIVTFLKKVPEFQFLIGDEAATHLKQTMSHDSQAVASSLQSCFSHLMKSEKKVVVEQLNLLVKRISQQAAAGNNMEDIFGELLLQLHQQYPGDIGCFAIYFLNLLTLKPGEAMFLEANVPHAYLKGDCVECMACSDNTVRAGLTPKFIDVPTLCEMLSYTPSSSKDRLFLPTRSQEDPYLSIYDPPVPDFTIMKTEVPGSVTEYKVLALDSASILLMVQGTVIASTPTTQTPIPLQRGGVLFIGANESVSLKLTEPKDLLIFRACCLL
Diaphorase inh – diaphorase inhibitors and chemical oxidizers, primary screen, counter-screen for diaphorase-coupled primary assays, biochemical, uHTS, resorufin fluorescence; diaphorase resazurin-to-resorufin fluorescence, NADH, 16 min; bacterial (C. kluyveri) enzyme, not human; inhibition, % at 20 µM; 190,000 compounds, 0.69% hits; AID 1217, 2008;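 active = primary screen inhibition at 20 µM above a set limit, cut at about 50% in these data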;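 also: plate controls were DMSO with full reaction for no effect and wells lacking NADH for full effect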
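Assay system – diaphorase enzyme from Clostridium kluyveri · Amount – diaphorase 0.14 U/mL (working solution) · Times – reaction incubation of 16 min at room temperature · Controls – No-NADH positive control and DMSO neutral control · Signal – resorufin fluorescence 544/590 nm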
TR-FRET SRC-2 ct – TR-FRET signal artefacts, primary screen, artefact control for PPARgamma SRC-2 agonist project, biochemical. TR-FRET artefact counter-screen; active compounds read high. TR-FRET ratio at 8 µM. 200,000 compounds, 0.4% hits. AID 1049, 2008; in the data active = TR-FRET ratio above about 2000; also: inactives centre near 1500
PPARg SRC-1 ag – PPARgamma agonists recruiting SRC-1 coactivator, primary screen, biochemical; Peroxisome proliferator-activated receptor gamma (Homo sapiens), P37231; PPARgamma-SRC-1 coactivator recruitment biochemical assay; activation, % at 8 µM; 200,000 compounds, 0.41% hits; in the data active = activation above about 19%;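 also: 0% = DMSO and 100% = reference agonist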
PPARg SRC3 recr – PPARgamma agonists recruiting SRC-3 coactivator, primary screen, biochemical. biochemical PPARgamma/SRC-3 coactivator recruitment assay. activation, % at 8 µM. 200,000 compounds, 0.26% hits. AID 731, 2007; in the data active = activation above about 23%;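 also: 0% = DMSO and 100% = reference agonist; some compounds past the cut are filed as inactive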
Diaphorase act – compounds boosting diaphorase resazurin reduction – biochemical, uHTS, resorufin fluorescence, counter-screen for diaphorase-coupled primary assays, primary screen; Diaphorase/resazurin coupled assay, 16 min; active compounds read high; 1 = vehicle wells, 0 = NADH-free wells; AID 1229, 2008; activation factor at 20 µM; 190,000 compounds, 0.005% hits;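 active = diaphorase activity raised at least twofold by the compound at 20 µM; inactive = activation factor below 2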
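Material: purified diaphorase enzyme from Clostridium kluyveri; Also added: 0.114 mM NADH and 0.1 mM resazurin, final amounts; Doses: single compound dose of 20 µM, 1% DMSO final; Times: 16 min enzyme reaction, ambient temperature; Detection: resorufin fluorescence, excitation 544 nm, emission 590 nm; Measure: increased resorufin signal from activators or reducing compounds.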
G6PDH counter – L. mesenteroides G6PDH inhibitors, counter-screen for G6PDH-coupled screening assays, biochemical, Leuconostoc mesenteroides enzyme; glucose-6-phosphate dehydrogenase [Leuconostoc mesenteroides]; Purified L. mesenteroides G6PDH, diaphorase/resazurin coupled fluorescence, 45 min; inhibition, % at 5 µM; 200,000 compounds, 0.12% hits; in the data active = inhibition above about 50%
PMI act hi M6P – human PMI activators, high substrate, primary screen, biochemical, fluorescence intensity, near-saturating mannose 6-phosphate; Mannose-6-phosphate isomerase (Homo sapiens), P34949; coupled PMI enzyme assay, resazurin fluorescence, 20 min; active compounds read high; 1 = untreated enzyme, 0 = substrate-free blank; activation factor at 20 µM; 190,000 compounds, 0.34% hits; AID 1216, 2008;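 active = activation factor of 2 or more at 20 µM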
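Material: human phosphomannose isomerase with PGI, G6PDH, diaphorase coupling enzymes. Quantity: 15 ng/mL PMI. Medium: HEPES pH 7.4 buffer with MgCl2 and Tween-20. Reagent: Near-saturating mannose-6-phosphate, 1.0 mM. Compound: 20 µM single dose. Times: enzyme reaction with compound 20 min at room temperature. Detection: resorufin fluorescence at Ex 544/Em 590 nm.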
ROMK mod – ROMK potassium channel modulators, primary screen, cell-based, thallium flux, MLSMR library; 130,000 compounds, 2% hits; ATP-sensitive inward rectifier potassium channel 1 (Homo sapiens), P48048; Tet-inducible ROMK, thallium flux fluorescence; actives lie on both sides; AID 1918, 2009; B-score at 10 µM;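 active = signal ratio slope over the read window, or its plate-corrected B-score, at least 3 SD from the plate mean, either direction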;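 also: B-score of the F/F0 ratio slope over 7 to 12 s after thallium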
Target sequence (P48048 whole entry, looked up): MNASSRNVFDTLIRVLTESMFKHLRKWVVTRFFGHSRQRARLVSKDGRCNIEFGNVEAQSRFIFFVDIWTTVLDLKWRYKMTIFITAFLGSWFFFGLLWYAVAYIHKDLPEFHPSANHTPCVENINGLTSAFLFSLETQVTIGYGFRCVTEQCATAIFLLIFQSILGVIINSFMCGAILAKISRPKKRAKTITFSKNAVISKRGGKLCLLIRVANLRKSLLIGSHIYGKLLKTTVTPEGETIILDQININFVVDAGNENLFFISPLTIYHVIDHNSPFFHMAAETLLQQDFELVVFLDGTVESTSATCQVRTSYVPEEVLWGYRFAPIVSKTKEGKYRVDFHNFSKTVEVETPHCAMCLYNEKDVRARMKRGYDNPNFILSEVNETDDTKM
The depositor's hits bear a star; · = no result given. Outcome played no part in choosing rows; any-hit rate near 3.3%.

Below each SMILES – Diaphorase act	PMI act	ROMK mod	S1P3 antagonist	PPARg SRC3 recr	TR-FRET SRC-2 ct	G6PDH counter	PMI act hi M6P	Diaphorase inh	PPARg SRC-1 ag	PPARg SRC2 recr
1) O=C(Cc1cccs1)Nc1ccc(NC(=O)c2ccco2)cc1
  0.9	0.9	0.00083	·	-2	1390	2	1	14	-5	5
2) CC1(C)CC(=O)c2cc(C(=O)N3CCCC(C)(C)C3)c(=O)n(-c3ccccc3)c2C1
  1	1.1	-0.39	·	8	1369	3	1.1	2	0	6
3) CCNCCOC(c1ccccc1)c1ccccc1
  0.9	1	-0.92	·	-6	1434	7	1	11	-2	9
4) COc1ccc(NC(=O)CN2C(=O)c3cccc4cccc2c34)cc1OC
  0.9	0.8	0.69	·	10	1542	15	0.9	14	3	8
5) Cn1c(SCC(=O)NNC(=O)Cc2ccccc2)nnc1-c1ccc(Cl)cc1
  0.9	0.9	·	·	18	1534	5	1	8	6	-6
6) CCOc1ccc(CCNC(=O)CCc2c(C)nc3ncnn3c2C)cc1OCC
  1	1	·	·	-4	1500	2	1	-2	0	1
7) N/C(CC(=O)Nc1ccc(F)cc1)=N\O
  1	0.8	0.16	-8	1	1661	10	1	1	5	3
8) CC(C)c1ccc(C2C(C#N)=C(N)Oc3c2oc(CO)cc3=O)cc1 (stereo not given)
  1.1	1	0.071	-23	-1	1357	5	0.9	-11	-5	-6
9) O=C(NC1CCCCC1)n1c(=O)oc2ccc(Cl)cc21
  0.9	0.9	0.86	-26	-10	1559	-8	0.9	12	-5	-4
10) CCC(c1nnc(SCC(=O)Nc2ccc(C(C)=O)cc2)n1C1CCCCC1)N(C)C (stereo not given)
  0.9	1	-0.37	-8	1	1601	17	1	7	0	0
11) CN1CCN(CC(=O)N2c3ccccc3C(C)(c3ccccc3)CC2(C)C)CC1 (stereo not given)
  0.8	0.9	·	8	-6	1353	-4	0.9	18	6	3
12) CC(=O)Nc1nc(-c2ccc3c(c2)CCN3S(C)(=O)=O)cs1
  1	1	0.017	-12	4	1603	10	0.9	2	0	5
13) O=C(CSc1cccc[n+]1[O-])c1cc2ccccc2o1
  0.9	1	-0.036	-5	-3	1257	-4	1.1	11	-8	4
14) COc1ccc(S(=O)(=O)N2CCOCC2)cc1NC(=O)CN(C)Cc1c(F)cccc1Cl
  0.9	0.9	-0.37	3	4	1489	5	0.9	9	-1	7
15) CCOc1ccccc1NC(=O)N1CCC(NC(=O)c2cccc(C)c2)CC1
  1	1.2	0.46	-28	0	1404	-2	1.2	-4	-5	-10
16) Cc1cc(C)cc(Nc2nc(-c3ccc(S(=O)(=O)N4CCCC4)cc3)cs2)c1
  0.8	0.9	1.5	-9	-1	1456	6	1	18	-2	6
17) c1ccc(Nc2ncnc3c2oc2ccccc23)cc1
  0.9	0.9	·	4	-11	1371	6	1.1	12	-4	-3
18) CC(C)CCOC(=O)/C(=C/c1ccco1)NC(=O)/C=C/c1ccccc1
  0.8	1	·	·	2	1462	4	0.9	17	0	-2
19) COC(=O)c1c(O)c2c([nH]c1=O)CCCC2
  0.9	1	-0.0068	·	-10	1256	0	1	9	6	3
20) COc1ccc(C(=O)OC(C)C(=O)Nc2cc(C(F)(F)F)ccc2Cl)c(OC)c1OC (stereo not given)
  0.8	0.8	·	3	3	1596	1	0.9	18	6	2
21) Cc1ccc(N=C2NC(=O)C(CC(=O)O)S2)cc1 (stereo not given)
  0.9	1	0.21	·	-10	1378	-4	1	12	-6	1
22) Cc1ccc(C)c(OCC(=O)Nc2ccc(S(=O)(=O)Nc3ccccn3)cc2)c1
  0.8	0.9	·	-3	1	1587	-10	0.9	24	-1	5
23) Cc1cccc(N2CC(C(=O)OCc3ccc([N+](=O)[O-])cc3)CC2=O)c1 (stereo not given)
  1	1	-1.6	-3	-1	1434	1	1	2	4	-1
24) COc1ccccc1OCC(=O)Nc1cc(Cl)ccc1Oc1ccccc1
  0.9	0.9	·	-5	2	1581	-24	1.1	14	-1	1
25) CCOC(=O)c1ccc(NC(=O)N2CCN(CCc3ccccc3)CC2)cc1
  0.8	0.8	·	8	7	1554	-7	0.8	22	-1	2
26) CCOC(=O)C1CCCN(CC(=O)/C=C2/N(C)c3ccccc3C2(C)C)C1 (stereo not given)
  0.8	0.9	·	4	-1	1285	8	1	18	-2	2
27) N/C(=N\c1nc2c(c(=O)[nH]1)CCC2)Nc1cccc2ccccc12
  0.9	1	·	·	15	1764	5	0.9	7	3	2
28) O=C(CSc1nnnn1-c1ccc2c(c1)CCC2)Nc1ccc2c(c1)OCCO2
  0.7	0.9	-0.96	-8	4	1508	-1	0.8	31	4	-5
29) NC(=O)CSCc1ccc(Br)cc1
  0.9	0.9	·	7	4	1680	-5	0.9	14	9	4
30) CCn1c(=O)cc(SCC(=O)N2CCN(C3CCCCC3)CC2)c2ccccc21
  0.9	0.9	-2.6	·	37*	2255*	-33	1	12	19*	35*
31) CCC(=O)N(Cc1c(C)nn(-c2ccccc2)c1Cl)c1ccc(Cl)cc1
  0.8	0.8	-1.2	10	-1	1617	13	0.9	24	-4	10
32) CCOc1ccc(-c2c(C(=O)N/N=C/c3ccc(OC(C)C)cc3)nnn2-c2nonc2N)cc1
  0.9	0.8	·	-1	10	1563	-16	0.9	13	8	4
33) CNC(=S)N(CCc1c(C)[nH]c2ccc(C)cc12)Cc1ccco1
  0.9	1	-0.14	4	4	1558	8	1	12	-2	13
34) O=S(=O)(c1ccc(Br)cc1)N1CCN(c2cc(-c3ccccc3)nc3ncnn23)CC1
  0.9	0.9	·	·	-2	1509	3	0.9	13	4	3
35) CCC(CC)NC(=O)CC(c1ccccc1)c1ccccc1
  1	1.1	0.43	-12	-4	1214	4	1.1	-3	-14	-9
36) Cc1nn(C)c(C)c1CN(Cc1nc(-c2cc(F)ccc2F)oc1C)C1CC1
  0.9	1	-0.24	-1	-3	1461	8	1	8	-1	-5
37) CCN=c1scc(C)n1/N=C/c1ccsc1
  0.9	1.1	-1.9	18	17	1628	10	1	12	8	12
38) Cc1cc(C(=O)Nc2ccccc2N2CCOCC2)ccc1[N+](=O)[O-]
  0.9	1	·	0	-2	1594	-22	1	8	1	-6
39) COc1ccc(S(=O)(=O)NNC(=O)c2ccccc2-n2cccc2)cc1
  1	1	1.5	-13	7	1626	2	1.1	-1	15	-3
40) O=C(NCc1ccccc1)C12CN(Cc3ccccc3)CC1C(c1ccc([N+](=O)[O-])cc1)=NO2 (stereo not given)
  0.8	1	·	·	12	1590	14	0.9	18	6	-2
41) CCc1ccc(S(=O)(=O)ON2C(=O)c3ccccc3C2=O)cc1
  0.8	1.1	0.0061	-3	2	1539	1	1.1	18	-6	0
42) COc1cc(/C=N/NC(=O)c2cn(-c3cccc(C)n3)cn2)ccc1O
  0.9	1	-0.59	12	7	1561	-4	1	8	3	-5
43) Cc1nn(-c2ccccc2)c(C)c1C(=O)OCC(=O)Nc1ccc2c(c1)OCO2
  0.8	1.1	·	·	8	1511	6	1.1	16	-4	7
44) COc1cccc(CCC(=O)O)c1OC
  ·	·	0.95	-3	-1	1429	·	·	·	-6	2
45) CN1CCN(C(=S)c2cn(Cc3ccc(F)cc3)c3ccccc23)CC1
  0.9	1	-0.061	-9	0	1703	2	1	13	4	6
46) COc1cc2c(cc1OC)-c1nnc(C)n1C(C)(C)C2
  1	1	·	-3	-3	1519	0	1	2	5	-1
47) CCN(C(=O)COC(=O)c1cc(-c2ccccc2)nc2c1c(C)nn2-c1ccc(C)cc1)C1CCS(=O)(=O)C1 (stereo not given)
  0.8	0.9	·	-14	8	1460	-4	0.9	24	-6	7
48) N#C/C(=C/c1cn(CC(=O)O)c2ccccc12)c1ccc(F)cc1
  0.9	1.1	-0.32	0	0	1555	-6	1	11	-1	-6
49) O=C(CSc1nc2c(c(=O)n1-c1ccc(Cl)cc1)SCC2)Nc1nccs1
  1	0.9	2	·	1	1544	0	1	3	3	2
50) COc1ccc(-c2nnc(SCC(=O)NCc3cccs3)n2C)cc1
  0.9	1	-0.82	·	12	1598	3	1	7	-3	2
51) CNC(=S)N1N=C(c2ccc(C)cc2)CC1c1ccc(Br)cc1 (stereo not given)
  0.9	0.9	-0.19	·	2	2002*	-6	0.9	10	4	6
52) CCOCCN(C=O)c1cccc(OC)c1
  1	1	·	-2	0	1702	10	0.8	4	14	4
53) Cc1sc2nc(CN(C(=O)NC3CCCCC3)C3CCCCC3)[nH]c(=O)c2c1C
  1	1	-0.028	·	-20	1515	-1	1	3	-5	-3
54) COc1cc(C2c3c(oc4ccccc4c3=O)C(=O)N2Cc2cccnc2)cc(OC)c1OC (stereo not given)
  0.8	0.9	-0.085	-14	4	1475	-7	0.9	16	14	3
55) Cc1nc(CNS(=O)(=O)c2cccc(F)c2)cs1
  1	1	0.36	-8	-7	1660	17	1.1	-2	-2	3
56) Cc1cc(N2CCOCC2)c2c(N)c(C)cc(C)c2n1
  0.9	0.8	-0.34	10	5	1635	4	0.9	7	-3	3
57) O=C(NCCOc1ccccc1)c1cc(C(=O)NCCOc2ccccc2)cc([N+](=O)[O-])c1
  0.8	0.8	-0.6	4	1	1719	2	0.8	23	3	16

Compound activity deposited in PubChem BioAssay by several laboratories.
